# Pin1 inhibitor = blocks the human prolyl isomerase Pin1 | Potency, µM (titrated, usually from 115 µM), inactives show top-dose activity, negative = inhibition, most hits filed as inhibitors | Pin1 FP peptide displacement, HiFluor488, 10 min | 390,000 tested, 0.009% active | Q13526 | AID 504891; active = well fitted inhibition curve with a large enough effect in the polarisation, with a control signal flat, not every such curve was filed as active; inconclusive = small, poorly fitted or top-dose-only effect, or effect the other way, or a change in a side signal; inactive = no such curve, though single readings can be large or run the other way; the % refers to the polarisation; note: % is set by controls: 0 for no effect and ±100 for the full control effect
# Target sequence (Q13526 whole entry, looked up): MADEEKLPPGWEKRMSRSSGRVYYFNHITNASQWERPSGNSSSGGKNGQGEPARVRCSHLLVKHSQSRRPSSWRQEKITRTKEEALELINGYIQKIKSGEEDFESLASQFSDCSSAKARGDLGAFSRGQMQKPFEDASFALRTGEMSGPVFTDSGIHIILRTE
# 12-LOX inh = blocks human arachidonate 12S-lipoxygenase | 580,000 tested, 1.1% active | purified 12hLO, xylenol orange hydroperoxide absorbance | Potency, µM (highest dose often 108 µM), for the others: at the top dose activity change, negative = inhibition, hits mostly inhibitors; note: % is set by controls: 0 for no effect and ±100 for the full control effect
#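 Hydroperoxide product was detected by ferrous iron/xylenol orange as the 573 to 405 nm absorbance ratio. Arachidonic acid at 40 uM (final) was turned over for 30 min at room temperature by 150 nM human 12hLO, pH 7.0 Hepes buffer, after 15 min compound preincubation.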
# TrxR1 inh = rat TrxR1 inhibition. recombinant rTrxR1, NADPH fluorescence consumption, selenite substrate. Potency, µM (highest dose often 114 µM), for the others: at the top dose activity change, negative = inhibition, usual class: inhibitors. AID 588453. 390,000 tested, 1% active. O89049; note: % is set by controls: 0 for no effect and ±100 for the full control effect; nearly all actives have a fitted effect of over 65% in size
#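 Rat TrxR1 (90 nM in the dispensed reagent) was pre-reduced with 400 uM NADPH for 5 min at room temperature, then incubated with compound for 15 min. After 400 uM selenite was added, NADPH fluorescence (Ex 340/Em 450 nm) was followed for 8 min.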
# RGS4 inhibitor = inhibitors of human regulator of G protein signaling 4; P49798; Transcreener GDP fluorescence polarization, RGS4-accelerated GTP hydrolysis; Potency, µM (series often up to 114 µM), for inactives: at the highest dose activity change, negative = inhibition, actives largely listed as inhibitors; 390,000 tested, 0.039% active; AID 504845; note: % is set by controls: 0 for no effect and ±100 for the full control effect; nearly all actives have a fitted effect of over 75% in size; some results filed as inactive show a strong effect at the top dose
# Target sequence (P49798 whole entry, looked up): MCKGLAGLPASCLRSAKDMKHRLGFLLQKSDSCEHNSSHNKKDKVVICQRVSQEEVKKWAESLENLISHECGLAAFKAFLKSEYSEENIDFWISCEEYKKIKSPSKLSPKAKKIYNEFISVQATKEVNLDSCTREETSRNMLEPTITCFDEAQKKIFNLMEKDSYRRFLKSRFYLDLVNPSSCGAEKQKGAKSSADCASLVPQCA
#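 MLSMR compounds (23 nl, pin-transferred) preincubated 10 min at room temperature with a 500nM (2x) first reagent, then RGS4 at 900nM (2x) plus Transcreener GDP mix added; fluorescence polarization (620/688 nm) read before and after 90 min at 30 °C.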
# HP1b binding inh = HP1-beta chromodomain-methylated histone interaction inhibition; P83916; AlphaScreen HP1-beta / biotin-H3K9me3 peptide binding; Potency, µM (doses to about 114 µM), for the others: at the highest dose activity change, negative = inhibition, hits mostly inhibitors; 390,000 tested, 0.56% active; note: nearly all actives have a fitted effect of over 70% in size; inactives centre near 23
# Target sequence (P83916 whole entry, looked up): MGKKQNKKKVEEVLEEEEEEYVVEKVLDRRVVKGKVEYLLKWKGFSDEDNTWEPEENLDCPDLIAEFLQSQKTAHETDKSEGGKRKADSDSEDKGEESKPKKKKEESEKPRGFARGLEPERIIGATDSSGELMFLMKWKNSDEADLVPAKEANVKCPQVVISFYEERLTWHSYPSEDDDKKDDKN
#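 AlphaScreen: HP1-beta (50 nM) preformed 30 min with biotin-H3(1-18)K9me3 peptide (50 nM) in PBS pH 7.4, 0.01% Tween-20. Compound added for 30 min at RT, then streptavidin donor/nickel chelate acceptor beads (10 ug/mL) for 30 min.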
# Tb PGK inh = blocks T. brucei phosphoglycerate kinase; P07378; PGK/GAPDH coupled, Kinase-Glo luminescence, 60 min; Potency, µM (titrated, usually from 57.5 µM), for inactives: at the highest dose activity change, negative = inhibition, actives largely listed as inhibitors; 380,000 tested, 0.043% active; note: % is set by controls: 0 for no effect and ±100 for the full control effect; nearly all actives have a fitted effect of over 60% in size
# Target sequence (P07378 whole entry, looked up): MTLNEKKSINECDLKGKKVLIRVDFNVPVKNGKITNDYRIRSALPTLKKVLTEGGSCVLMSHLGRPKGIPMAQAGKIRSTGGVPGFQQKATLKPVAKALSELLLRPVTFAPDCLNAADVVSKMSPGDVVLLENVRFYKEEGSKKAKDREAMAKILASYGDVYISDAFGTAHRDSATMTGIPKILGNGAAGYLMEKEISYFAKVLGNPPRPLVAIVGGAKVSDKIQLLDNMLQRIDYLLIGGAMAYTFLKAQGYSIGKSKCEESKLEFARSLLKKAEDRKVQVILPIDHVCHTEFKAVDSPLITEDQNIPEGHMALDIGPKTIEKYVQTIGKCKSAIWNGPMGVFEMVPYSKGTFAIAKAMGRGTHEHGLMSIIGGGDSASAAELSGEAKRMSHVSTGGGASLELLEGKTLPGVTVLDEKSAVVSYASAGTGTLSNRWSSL
#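 Recombinant glycosomal PGK reaction used 1,3-bisphosphoglycerate generated in-well by GAPDH (100nM final) in 100mM TEA pH 7.6, 5mM MgCl2, 0.01% Tween-20. After 60 minutes at room temperature, ATP was read by Kinase-Glo Plus luminescence end-point.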
# GLS inhibitor = inhibitors of human glutaminase (GLS). GLS enzymatic activity, qHTS titration. Potency, µM (highest dose often 45.5 µM), for the others: at the highest dose activity change, negative = inhibition, usual class: inhibitors. 410,000 tested, 0.21% active. AID 624170; note: % is set by controls: 0 for no effect and ±100 for the full control effect
#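 hKGA in 45 mM KH2PO4 (pH 8.2), 0.02% Tween-20 with compound, then 1mM L-Glutamine (stock as added) plus glutamate oxidase/HRP/Amplex red coupling mix. Fluorescence read initially and after 30 min at RT; signal change reflects glutamate formation.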
# JMJD2A Tudor = JMJD2A Tudor domain (human) inhibition. O75164. AlphaScreen JMJD2A-Tudor / H3K4me3 peptide binding. Potency, µM (top dose mostly 114 µM), for inactives: at the highest dose activity change, negative = inhibition, usual class: inhibitors. 390,000 tested, 4.4% active; note: % is set by controls: 0 for no effect and ±100 for the full control effect; nearly all actives have a fitted effect of over 50% in size
# ERG Ets-DNA blk = blocks human ERG Ets domain binding to DNA; fluorescence polarization, His-ERG Ets domain / labelled DNA; Potency, µM (highest dose often 76.9 µM), for inactives: at the top dose FP activity, negative = inhibition, actives largely listed as inhibitors; 370,000 tested, 0.028% active; P11308; active = well fitted inhibition curve with a large enough effect in the polarisation, with a control signal flat; inconclusive = small, poorly fitted or top-dose-only effect, or effect the other way, or a change in a side signal; inactive = no such curve, though single readings can be large or run the other way; the % refers to the polarisation;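 note: polarization taken with two DNA probes labelled with fluorescein and Texas red; % of control where 0% means no effect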
#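 His-tagged ERG Ets domain (1 uM in the protein solution; 300mM KCl, 50mM Tris-HCl, 1mM EDTA, 1mM DTT, pH 7.5) received compound, then a probe mix of 5 nM fluorescein-DNA and 100nM Texas-615-DNA. Fluorescence polarization was read for both dyes.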
# The depositor's hits bear a star; i = inactive; ? = inconclusive; / = not tested or not shown; [ ] = dose if it differs, or a comment. Unless noted, calls come from the whole dose curve; as a rule, active = well fitted curve in the direction sought with a large enough effect; inconclusive = small, poorly fitted or top-dose-only effect, or another doubt; inactive = no such curve, though single readings can be large; an effect the other way counts as inactive or inconclusive. Potency is the fitted concentration of half-maximal effect.
Tb PGK inh	JMJD2A Tudor	Pin1 inhibitor	TrxR1 inh	GLS inhibitor	HP1b binding inh	ERG Ets-DNA blk	12-LOX inh	RGS4 inhibitor	mol
6%	-14%	-3%	24%	-1%	27%	9%	0%	-2%	Cc1cccc(-n2nc([N+](=O)[O-])c(N3CCN(C(=O)c4ccco4)CC3)[n+]2[O-])c1
0%	-9%	-5%	-1%	9%	14%	/	-10%	-6%	NC(=O)N/N=C/c1cc(Br)ccc1OCC(=O)NCc1ccccc1
-3%	1%	0%	14%[11.4 µM]	-3%	43%[activator]	7%	-7%	-15%	CCCCC1(CC)SCC(=O)NC1=O (stereo not given)
-3%	18%	0%	19%[57.1 µM]	-8%	56%[activator]	5%	0%	14%	COc1cc(C=O)ccc1OCCOCCOc1cc(C)ccc1Cl
8%	-21%	19%	1%[57.1 µM]	3%	40%[activator]	-4%	-5%	9%	COc1ccc(CNC(=O)C(=O)Nc2c3c(nn2-c2ccccc2)CSC3)cc1
-8%	20%	-8%	-17%	3%	74%[activator]	-5%	-1%	3%	CC1(c2nnc(-c3cccc(Cl)c3)o2)CC(c2ccccc2)=NO1 (stereo not given)
-3%	-28%	3%	7%	6%	?	-1%	?	4%	O=C1C(=O)c2ccccc2C(O)=C1c1cccc([N+](=O)[O-])c1
3%	-22%	1%	9%	3%	4%	0%	2%	2%	Cc1ccc([N+](=O)[O-])cc1NC(=O)CN(C1CCCCC1)S(=O)(=O)c1ccc(Cl)cc1
0%	?	1%	11%	-5%	-13%	-6%	/	-10%	Nc1ccc(C(=O)N/N=C/c2cn(Cc3ccccc3)c3ccccc23)cc1
0%	4%	-1%	14%	2%	34%	0%	8%	13%	Cc1cccc(C(=O)NC(C)c2ccc(-n3ccnc3)cc2)c1C (stereo not given)
i	-24%	-4%	-3%	10%	26%	1%	0%	-12%	CCCc1cc(C(=O)N2CCCC(N3CCN(c4ccccc4C)CC3)C2)n(C)n1 (stereo not given)
-9%	-12%	0%	10%	-1%	18%	-3%	-3%	-10%	CCN(C(=O)CN1CCC(C(=O)OC)CC1)c1c(N)n(Cc2ccccc2)c(=O)[nH]c1=O
-5%	-1%	-10%	2%	1%	24%	-2%	0%	-10%	CCN1CCN(CCCNC(=O)c2cnn(-c3ccc(OC)cc3)c2C2CCN(C(=O)OC(C)(C)C)CC2)CC1
7%	-22%	1%	-16%[57.1 µM]	5%	-10%	-3%	20%	2%	CN(CCC#N)C(=S)NC(=O)c1ccc(S(=O)(=O)N2CCOCC2)cc1
i	?	29%	30%[57.1 µM]	-9%	4%	0%	-2%	-34%	CCn1c2ccccc2c2cc(/C=N/NC(=O)c3ccc(O)cc3)ccc21

# Just ERG Ets-DNA blk and Tb PGK inh, for some of the entries so far:
structure	ERG Ets-DNA blk	Tb PGK inh
NC(=O)N/N=C/c1cc(Br)ccc1OCC(=O)NCc1ccccc1	/	0%
CCCCC1(CC)SCC(=O)NC1=O (stereo not given)	7%	-3%
COc1cc(C=O)ccc1OCCOCCOc1cc(C)ccc1Cl	5%	-3%

# Carrying on:
Tb PGK inh	JMJD2A Tudor	Pin1 inhibitor	TrxR1 inh	GLS inhibitor	HP1b binding inh	ERG Ets-DNA blk	12-LOX inh	RGS4 inhibitor	mol
-5%	-20%	20%	26%	-9%	37%	1%	-17%	-8%	Cc1ccc2c(c1)C(=O)N1[C@H]3c4cc(Br)ccc4OC[C@@H]3[C@H](c3ccccc3)[C@]1(C)C(=O)N2
0%	-11%	0%	25%	0%	21%	-1%	-16%	-5%	Cc1ccnc(NS(=O)(=O)c2ccccc2)c1
-3%	-32%	3%	-6%	-6%	-8%	-1%	40µM*	-4%	COc1cc(CNCCc2ccc(S(N)(=O)=O)cc2)ccc1OCc1ccc(Cl)cc1
-10%	-7%	1%	12%	0%	39%	0%	1%	-8%	CCN(CC)C(=O)[C@H]1C[C@H](CC(=O)NCc2ccc(OC)c(OC)c2)C(=O)N2CCc3c([nH]c4cc(CCC(=O)N(C)C)ccc34)[C@]12C
-10%	-8%	-1%	10%[57.1 µM]	2%	67%[activator]	2%	-11%	-25%	COc1cccc(CNC(=O)CSC2=Nc3ccccc3C3=NC(C)C(=O)N23)c1OC (stereo not given)
-5%	-18%[11.4 µM]	-1%	-15%	21%	42%[activator]	0%	22%	0%[11.4 µM]	CN(C)Cc1ccc(O)c(CCc2ccccc2)n1
-5%	-26%	2%	47%[activator]	3%	-7%	9%	-5%	9%	CO/N=C/C(=N\Nc1cc(OC)cc(OC)c1)C(=O)c1ccccc1
-7%	-31%	-2%	?	3%	13%	13%	?	-28%	Cc1cc(C)c(S(=O)(=O)NCC(c2ccco2)S(=O)(=O)c2cccs2)c(C)c1 (stereo not given)
-6%	-15%	0%	-8%	5%	30%	/	14%	-13%	Cc1c(Cl)c(C(=O)N2CCCC2)nn1C
4%	-11%	-1%	-18%	?	27%	1%	3%	-1%	CC(C(=O)Nc1ccc(OC(F)(F)F)cc1)N1Cc2ccccc2C1=O (stereo not given)
0%	81%[activator]	3%	-9%	-2%	111%[activator]	3%	-4%	0%	O=c1oc2ccccc2n1CCCOc1ccccc1Cl
-10%	-6%	6%	-3%	-4%	49%[activator]	-9%	-18%	-5%	COc1ccccc1/C=N/Nc1cc(C)nc(N2CCOCC2)n1
3%	-19%	2%	-8%	-5%	35%	5%	-6%	0%	O=C(NCc1ccc(C(F)(F)F)cc1)c1ccc2c(c1)S(=O)(=O)c1ccccc1C2=O
7%	-3%	2%	10%	9%	40%[activator]	10%	6%	-9%	Nc1nonc1-n1nnc(C(=O)N/N=C/c2ccc(Br)cc2)c1-c1ccc2c(c1)OCO2
-1%	?	-19%	12%	21%	-5%	18%	4%	-38%	CCN(CC)c1ccc(NC(=O)C2CCCN(S(=O)(=O)c3cnc[nH]3)C2)c(C)c1 (stereo not given)
i	-9%	-4%	?	1%	9%	-17%	0%	-33%	Cc1cccc(C)c1N(CC(=O)N/N=C/c1cc(Br)c(C)o1)S(C)(=O)=O
-6%	7%	-2%	12%[57.1 µM]	-5%	34%	10%	-7%	9%	COc1ccc(C(=O)NCCS(=O)(=O)N2CCc3ccccc3C2)cc1OC
-11%	-26%	-3%	15%[57.1 µM]	-3%	15%	-3%	0%	-22%	C=C1c2cc3c(cc2NC(=S)N1Cc1ccccc1)OCO3
/	-12%	-1%	3%	4%	24%	0%	-15%	-2%	Cc1cc(OCC(=O)Nc2ccc(C(=O)OC3CCCCC3)cc2)ccc1Cl
0%	-2%	0%	7%	1%	27%	-2%	3%	-1%	COc1cc(C=CC(=O)OCC=Cc2ccc3c(c2)OCO3)cc(OC)c1OC
i	-28%	-2%	8%[57.1 µM]	-3%	20%	-4%	0%	-8%	CCn1c(SCC(N)=O)nc2c(c1=O)C1(CCCC1)Cc1ccccc1-2
-8%	8%	?	24%[57.1 µM]	-5%	34%	2%	6%	-17%	COC(=O)c1ccc(NC(=O)Cn2nc(-c3ccncc3)nc2SCC(=O)Nc2nccs2)cc1
3%	-20%	2%	-6%	7%	28%	3%	?	18%	COc1cc(CN(C)C(=O)C2CCN(S(=O)(=O)c3cccs3)CC2)ccc1OC(F)F
-1%	-24%	?	?	-21%	26%	2%	/	?	Cc1cc(-c2csc(NC(=O)c3ccc(=O)n(C)n3)n2)c(C)n1CC1CCCO1 (stereo not given)
-4%	5%[11.4 µM]	1%	7%	-15%	-10%	-12%	0%	16%[11.4 µM]	Cc1cccn2c(=O)c3cc(C#N)c(=N)n(Cc4cccnc4)c3nc12
7%	79µM*	?	?	9%	13%	6%	5%	?	Cc1ccc(C2C=C(c3ccccc3)Nc3nc(N4C(=O)CCC4=O)nn32)cc1 (stereo not given)
7%	23%	?	-23%	-1%	55%[activator]	2%	-10%	6%	CC(C)N1C(=O)S/C(=C/c2cccnc2)C1=O
-5%	-5%	40%[activator]	-7%	7%	37%[activator]	0%[15.4 µM]	-7%	-25%	N#Cc1ccccc1S(=O)(=O)N1CCN(C(=O)c2cccc(S(=O)(=O)N3CCCC3)c2)CC1
-10%	-8%	6%	5%	-10%	32%	12%	0%	-12%	CCOc1ccc(C(C)=O)cc1CN1C(=O)NC2(CCCCCCC2)C1=O
-1%	1%	0%	-2%[2.29 µM]	-29%	9%[57 µM]	-23%	1%	7%	CCNc1ncnc2c1cnn2C1CCCO1 (stereo not given)
3%	-29%	3%	-2%	3%	14%	6%	-30%	-1%	Clc1ccc(C2=NN=C3COc4ccccc4N3C2)cc1
6%	-16%	10%	-11%	25%	24%	3%	1.4µM*	2%	O=c1cc(CO)oc(CN2CCN(c3cccc(C(F)(F)F)c3)CC2)c1O
-1%	-20%	-5%	1%	2%	45%[activator]	-2%	-19%	14%	Cc1cccc(NC(=O)CCN2CCN(c3ccccc3F)CC2)c1
-4%	3%	0%	9%	-1%	27%	-9%	113%[activator]	-16%	COc1cc(C2C(C#N)=C(N)Oc3cc(C)oc(=O)c32)cc(OC)c1OC (stereo not given)
-10%	0%	-1%	40%[activator]	1%	40%[activator]	-10%	23%	19%	CC(=O)c1ccc(S(=O)(=O)NCc2cccnc2)cc1
9%	-11%	30%	28%	4%	18%	-8%	-18%	-8%	CCc1ccccc1NC(=O)CSc1nc2c(oc3ccccc32)c(=O)n1-c1ccccc1F
1%	-4%	0%	25%	-2%	38%	-1%	0%	8%	COC(=O)Cc1ccc(NC(C)=O)cc1

# Source: PubChem

# Some of the compounds tested (hit frequency here may not be typical).
